# IMPase cell inh: membrane-permeable compound that blocks inositol monophosphatase. 120,000 tested, under 10 active. inhibition (IP1 accumulation), % at 46.1 µM. AID 901. CHO-M1 cells, IP1 accumulation, HTRF TR-FRET ratio; active = well fitted curve in the direction sought with a large enough effect in the signal ratio, not every such curve was filed as active; inconclusive = small, poorly fitted or top-dose-only effect, or a change in a side signal; inactive = no such curve, though single readings can be large or run the other way; the % refers to the signal ratio;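 note: cells stimulated with carbachol in lithium chloride buffer; plate controls were DMSO basal wells for no effect and reference inhibitor wells for full effect; higher means more IMPase inhibition seen as more IP1 and lower FRET ratio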
# Target sequence (P97697 whole entry, looked up): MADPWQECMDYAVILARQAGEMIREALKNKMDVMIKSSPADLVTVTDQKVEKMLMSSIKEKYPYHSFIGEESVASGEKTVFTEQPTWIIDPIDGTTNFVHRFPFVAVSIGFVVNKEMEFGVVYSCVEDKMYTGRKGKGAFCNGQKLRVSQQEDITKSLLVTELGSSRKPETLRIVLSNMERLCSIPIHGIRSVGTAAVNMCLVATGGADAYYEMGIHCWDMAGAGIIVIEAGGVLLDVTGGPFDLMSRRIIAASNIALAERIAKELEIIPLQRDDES
#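 Measured: the HTRF emission ratio (665/620 nm) plus the 620 nm donor channel, each fitted to the Hill equation to give AC50. Cells were CHO-M1 given compounds up to 46 uM and a 30 min carbachol stimulation at 37C.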
# PNC inhibitor: perinucleolar compartment assembly inhibition; PC3M PTB-GFP, PNC prevalence imaging, 16 h; active compounds read low; activity change (PNC), negative = inhibition, % at 10 µM; hit rate 3.1% among 140,000; AID 2417;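 active = readout at or below -70, meaning at least 70% loss of cells showing the perinucleolar compartment, a nuclear body marking cancer cells; inconclusive = readout between -30 and a set limit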;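 note: plate controls were DMSO wells for no effect and camptothecin positive control wells for full effect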
#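 Compounds are pinned in duplicate onto adhered PC3M cells stably expressing GFP-tagged PTB and incubated 16 h at 37 C. Cells are then fixed, nuclei stained with Hoechst, and PNC-positive cells counted.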
# 12-hLO inh: inhibitors of human 12-lipoxygenase (ALOX12); Potency, µM (series often up to 57.1 µM), inactives show at the top dose activity change, negative = inhibition, actives largely listed as inhibitors; AID 1452; P18054; hit rate 0.12% among 150,000; purified 12-hLO, xylenol orange hydroperoxide absorbance; note: potency is the fitted concentration of half-maximal effect; nearly all actives have a fitted effect of over 55% in size; many of its hits are not listed in these tables
# Target sequence (P18054 whole entry, looked up): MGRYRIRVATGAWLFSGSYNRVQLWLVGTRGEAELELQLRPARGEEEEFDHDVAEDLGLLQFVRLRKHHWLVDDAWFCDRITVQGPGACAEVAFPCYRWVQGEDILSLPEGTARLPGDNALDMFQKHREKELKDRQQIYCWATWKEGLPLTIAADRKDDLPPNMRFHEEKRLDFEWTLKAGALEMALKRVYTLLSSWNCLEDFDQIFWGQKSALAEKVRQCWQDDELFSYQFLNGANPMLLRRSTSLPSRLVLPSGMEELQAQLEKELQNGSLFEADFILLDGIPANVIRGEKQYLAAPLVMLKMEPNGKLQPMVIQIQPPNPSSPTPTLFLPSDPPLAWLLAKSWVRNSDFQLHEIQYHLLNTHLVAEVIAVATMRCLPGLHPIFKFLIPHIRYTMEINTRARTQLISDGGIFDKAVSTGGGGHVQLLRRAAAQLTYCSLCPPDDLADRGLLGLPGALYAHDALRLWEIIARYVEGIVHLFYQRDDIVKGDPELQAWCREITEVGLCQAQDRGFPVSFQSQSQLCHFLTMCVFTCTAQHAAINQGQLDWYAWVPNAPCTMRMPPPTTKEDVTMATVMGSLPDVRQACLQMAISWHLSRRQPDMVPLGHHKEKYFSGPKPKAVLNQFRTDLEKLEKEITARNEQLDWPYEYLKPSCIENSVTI
#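 Purified human 12hLO (150 nM final) was preincubated with compounds for 15 min at room temperature in 25 mM Hepes pH 7.0, 0.01% Triton X-100, then reacted with 40 uM arachidonic acid for 30 min. Hydroperoxide was detected with ferrous iron/xylenol orange.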
# 15-hLO-2 inh: blocks human 15-lipoxygenase 2 activity; O15296; purified 15hLO-2, xylenol orange hydroperoxide absorbance; Potency, µM (doses to about 57.1 µM), inactives show at the highest dose activity change, negative = inhibition, most hits filed as inhibitors; hit rate 0.56% among 110,000; AID 881; note: potency is the fitted concentration of half-maximal effect; nearly all actives have a fitted effect of over 60% in size; many of its hits are not listed in these tables
#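 Purified human 15hLO-2 (50 nM final) preincubated with compounds 15 min at room temperature in 25 mM Hepes pH 7.5, 0.01% Triton X-100, then 45 uM arachidonic acid added for 90 min; hydroperoxide detected via ferrous/xylenol orange, 573/405 nm absorbance ratio.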
# * = called active by the depositor; u = inconclusive; x = not tested or not shown; [ ] = remark or other dose. Unless noted, calls come from the whole dose curve; as a rule, active = well fitted curve in the direction sought with a large enough effect; inconclusive = small, poorly fitted or top-dose-only effect, or another doubt; inactive = no such curve, though single readings can be large; an effect the other way counts as inactive or inconclusive. Unless noted, % is set by controls: 0 for no effect and ±100 for the full control effect. These rows are one share of the data. The share of hits here may be higher or lower than overall.
mol | PNC inhibitor | 12-hLO inh | IMPase cell inh | 15-hLO-2 inh
COc1ccc(S(=O)(=O)N2CCN(C(=O)COc3ccc4c(C)cc(=O)oc4c3)CC2)cc1 | -15.1 | -11.9% | 5.0 | -1.1%
COC(=O)c1cc(NC(=O)C2C3C=CC(C3)C2C(=O)O)cc(C(=O)OC)c1 (stereo not drawn) | -26.6 | -4.1% | 1.6 | 0.5%
Cc1ccc(C(=O)NCC(=O)NCC(=O)OCC(=O)c2cccs2)cc1 | -15.7 | 1.2% | x | x
CCCN(CCC)C1CC(=O)N(Cc2ccccc2)C1=O (stereo not drawn) | -3.1 | -7.4% | 5.4 | -25.0%
CCCC(=O)Nc1nc2ccc(NC(=O)c3cccnc3)cc2s1 | 11.3 | -4.1% | u | 8.4%
O=C(NCCSCc1ccccc1)c1ccccc1 | u | -3.1% | x | x
Cc1ccc(-c2cc(C(F)(F)F)n3ncc(C(=O)O)c3n2)cc1 | 4.2 | 8.0% | -11.2 | x
COc1ccc(CCNc2oc(-c3ccc(C)cc3)nc2C#N)cc1OC | -108.4* | -4.8% | 4.0 | -8.2%
CN(CC(=O)NCc1cccs1)S(=O)(=O)c1cccc2cccnc12 | 36.0 | -1.8% | -0.5 | -2.8%
O=C1NC(NS(=O)(=O)c2ccc(Cl)cc2)(C(F)(F)F)C(=O)N1c1ccccc1 (stereo not drawn) | 53.4 | 2.3% | x | x
O=C(NCc1ccco1)C1CCN(c2ccc(N3CCOCC3)nn2)CC1 | -18.3 | 3.5% | -8.2 | x
CC1(C)CC(=O)C(C=NCCN2CCN(C(=O)CC3CCCC3)CC2)=C(O)C1 | -3.6 | -0.7% | 1.4 | -0.7%
CN(C)c1nc(NCc2ccccc2)nc(SCC(=O)Nc2ccccc2Cl)n1 | -5.9 | 1.7% | x | x
CC(NC(=O)Nc1cccc([N+](=O)[O-])c1)(C(F)(F)F)C(F)(F)F | 39.1 | -2.9% | -14.2 | -2.5%
COc1ccc(C(=O)COC(=O)CNS(=O)(=O)c2ccc(C)cc2)cc1 | -21.9 | -2.7% | 8.2 | x
CC(=O)Nc1ccc2c(c1)C(=O)N(c1ccc(C)cc1)C2=O | u | 1.5% | 0.1 | 2.0%
N#Cc1ccccc1NC(=O)Nc1cccc(Cl)c1 | u | -6.0% | 11.0 | 0.8%
COc1ccc(CNCCc2ccccc2)cc1OCC(N)=O | 5.1 | 3.0% | -1.1 | 5.0%
O=C(CNC(=O)c1ccccc1F)OCC(=O)N1CCCCC1 | 0.0 | -4.2% | -2.3 | x
CCOC(=O)C1=C(C)OC(N)=C(C#N)C1C1CCCCC1 (stereo not drawn) | 17.9 | -18.8% | 3.4 | 0.9%
Cc1ccc(NC(=O)CSc2ncnc3ccccc23)cc1S(=O)(=O)N1CCCCC1 | u | -0.1% | x | x
CCCc1cc(N2CCCC(C(=O)Nc3c(OC)cccc3OC)C2)n2ncnc2n1 (stereo not drawn) | -9.6 | -1.2% | 6.0 | -9.1%
COc1ccc(-c2cc(=O)c3ccc(O)cc3o2)cc1 | x | -4.1% | -15.3 | -8.0%
CCCCC(=O)Nc1cccc(NC(=O)CC)c1 | 24.1 | 4.3% | -3.5 | 6.7%
O=CN1CCN(C[C@H](O)CN2CCCCC2)CC1 | x | 4.1%[11.4 µM] | x | -3.5%[11.4 µM]
CS(=O)(=O)CCC(C(=O)N1CCOCC1)N1C(=O)c2cc(Cl)c(Cl)cc2C1=O (stereo not drawn) | 44.2 | 0.2% | -4.2 | x
COc1ccccc1-c1nc2n(n1)C(c1ccc(Cl)cc1)C(C(N)=O)=C(C)N2 (stereo not drawn) | u | 0.7% | -9.3 | x
Cc1ccc(CNC(=O)c2cc3c(=O)n4cccc(C)c4nc3n(CC3CCCO3)c2=N)cc1 (stereo not drawn) | -17.9 | -5.6% | 10.5 | 1.3%
Clc1ccccc1-c1cc(NCc2cccnc2)ncn1 | x | 7.1% | x | 4.6%
O=c1n(-c2ccccc2)c(=O)n2n1CCCC2 | -120.4* | -8.7% | -8.8 | 2.4%[2.29 µM]
COc1cccc(C(c2sc3nc(C)nn3c2O)N2CCc3ccccc3C2)c1 (stereo not drawn) | 14.4 | -2.5% | 0.4 | -12.2%
COc1ccc(/C=C/C(=O)NNc2c(F)c(F)cc(F)c2F)cc1OC | 27.6 | -1.6% | -1.1 | u
CCc1ccc(NC(=O)CN2CCc3ccccc3C2)cc1 | -25.6 | 9.0% | 1.9 | 15.9%
CCN(CC)C(=O)CSc1nnc(-c2cc3ccccc3cc2O)n1CC | -17.7 | -4.8% | 6.4 | -18.1%
CCOc1ccc(OCc2ccc(C(=O)NCC3CCCO3)o2)cc1 (stereo not drawn) | 2.7 | 3.3% | -0.5[1.84 µM] | 3.7%[11.4 µM]
COC(=O)c1ccc(CSc2nc3ccccc3c(=O)n2-c2ccccc2)o1 | 14.4 | -13.8% | 11.5 | -16.5%
CCCc1nc(SCC(=O)Nc2ccccc2)c2c(=O)n(C)c(=O)n(C)c2n1 | -28.3 | 3.8% | -2.9 | 1.6%
COc1ccccc1N(Cc1ccccc1)S(=O)(=O)c1cccc(C(=O)Nc2ccc(C(C)=O)cc2)c1 | 77.6 | 0.4% | x | x
C=CCC1(C#N)C(SC)=NC2=C(C(=O)CC(C)(C)C2)C1c1ccc(Br)cc1 (stereo not drawn) | -6.9 | -1.6% | 15.4 | x
CCC(=O)NC(=S)Nc1ccc(NC(=O)COc2ccc(Cl)cc2Cl)cc1 | 58.4 | -25.1% | 0.0 | u
O=C(c1ccc2c(c1)C(=O)N(CCCO)C2=O)c1ccc2c(c1)C(=O)N(CCCO)C2=O | 26.0 | 1.2% | 15.3 | 3.2%
CCCC(C)NC(=O)COc1ccc(S(=O)(=O)c2ccc(OCC(=O)NC(C)CCC)cc2)cc1 (stereo not drawn) | 6.2 | -2.2% | x | x
COC(=O)c1nc(NC(=O)c2ccc(Br)cc2)n[nH]1 | u | -2.9% | -3.1 | -22.9%
COc1ccccc1N1CCN(C(=O)c2ccc(C(C)(C)C)cc2)CC1 | -26.3 | -1.8% | 2.7 | -3.3%
CC1(C(=O)O)CCC(C(=O)Nc2ccc(S(N)(=O)=O)cc2)C1(C)C (stereo not drawn) | -17.1 | 7.7% | 8.7 | 4.2%
COC(=O)CSc1nc(C2CC2)cc(C(F)(F)F)c1C#N | 10.5 | -9.9% | -0.1 | 0.6%
COc1ccc(-c2nc(N)n[nH]2)cc1OC | 4.0 | 1.1% | -6.6 | -3.8%
CC(C)=CCC/C(C)=C/CC/C(C)=C/CC/C(C)=C/CO | x | -3.4% | x | -3.9%
Cc1cc(N/N=C/c2cccc(Br)c2)nc2ccccc12 | 69.3 | 1.7% | x | x
CCCCC(=O)NC(Nc1nc(C2CC2)cs1)(C(=O)OCC)C(F)(F)F (stereo not drawn) | -4.4 | 5.6% | 0.0 | 6.0%
O=C(NCC1CCCO1)c1ccc2c(=O)n(Cc3ccco3)c(SCC(=O)N3CCCC3)nc2c1 (stereo not drawn) | 39.5 | 3.6% | 0.6 | 2.0%
O=C(N1CCCCC1)C12CC3CC(C1)CC(C(=O)N1CCCCC1)(C3)C2 | u | 10.6% | 11.2 | 0.6%
O=S(=O)(Nc1nc2ccccc2nc1-[n+]1ccccc1)c1ccc(Cl)cc1 | u | -5.8% | x | x
CC(C)CC(=O)c1c[nH]c(C(=O)NCc2cccs2)c1 | 19.5 | 5.0% | -1.8 | -15.7%
COc1ccc(CCN2C(=S)NC3CC2(C)Oc2ccc([N+](=O)[O-])cc23)cc1OC (stereo not drawn) | 14.6 | -17.8% | 9.2 | u
COc1ccc(CCNS(=O)(=O)c2ccc3c(c2)OCCO3)cc1OC | 56.1 | 3.4% | 2.5 | 0.8%

# Next section:
mol | PNC inhibitor | 12-hLO inh | IMPase cell inh | 15-hLO-2 inh
COCCNS(=O)(=O)c1cccn1-c1ncc(C(F)(F)F)cc1Cl | 7.3 | -7.2% | -3.9 | 2.6%
Cc1cnc(NC(=O)CSc2nnc(-c3ccccc3)n2Cc2ccccc2)s1 | -8.7 | -7.2% | 12.5 | x
CC1(C)OC(=O)C(=NNc2ccc(O)cc2)C(=O)O1 | u | -17.5% | u | -25.6%
S=C(NCc1ccco1)Nc1ccc(Cl)cc1 | -24.7 | -8.5% | x | x
COc1ccc2cc(C3CC(c4ccco4)=NN3S(=O)(=O)c3ccccc3)c(Cl)nc2c1 (stereo not drawn) | u | -3.1% | x | x
O=C(Nc1ccc(CCC(=O)N2CCCC2)cc1)c1ncn[nH]1 | 28.1 | -2.5% | u | 1.5%
CC1(C)Oc2ccc3ccc(=O)oc3c2/C(=C/Nc2ccccn2)C1=O | u | 2.2% | 12.6 | 3.0%
Nc1nc(SCC(=O)c2cccc([N+](=O)[O-])c2)n[nH]1 | 3.3 | -6.8% | x | x
COC(=O)c1nc(C(=O)OC)c(C(=O)OC)nc1C(=O)OC | 16.2 | -2.0% | u | -4.2%
c1ccc2c(-c3nc4ncccc4o3)cccc2c1 | 13.2 | -5.6% | 3.7 | 5.8%
COc1ccc2nc3ccccc3nc2c1NC(=O)c1ccc(Cl)cc1 | -26.9 | -6.5% | -4.3 | x
CCOc1nc(NCc2ccco2)nc(Nc2ccccc2F)n1 | u | -1.7% | 7.5 | x
Cc1cc(C(=O)CSc2n[nH]c(N)n2)c(C)n1-c1cc(F)ccc1F | 11.0 | -0.6% | -9.9 | 7.0%
CCOC(=O)C1=C(Nc2ccc(Br)cc2)CC(C)(O)C(C(=O)OCC)C1c1ccccc1 (stereo not drawn) | -9.9 | -6.3% | -25.5 | -1.6%
N#Cc1cc2c(N)c(C(=O)Nc3ccccc3)sc2nc1N | u | -1.7% | 2.2 | -19.2%
O=C(O/N=C\c1ccc(N2CCOCC2)c([N+](=O)[O-])c1)c1ccc(F)cc1 | -0.8 | 1.7% | 10.8 | 4.3%
Cc1[nH]c2ccccc2c1SCC(=O)N1CCOCC1 | -25.2 | -1.3% | 1.4 | x
Cc1ccc(NC(=O)c2ccc(-n3cccn3)c([N+](=O)[O-])c2)cc1C | -3.2 | -8.7% | 6.3 | 10.3%
CCOc1cc(N2CCOCC2)c(OCC)cc1NC(=O)CC12CC3CC(CC(C3)C1)C2 | u | -2.4% | 0.1 | 14.8%
Cc1cc(C)c(C#N)c(SCC(O)CS(=O)(=O)Cc2ccccc2)n1 (stereo not drawn) | 44.6 | -4.9% | 2.1 | -1.2%
CCc1nc(NCC2CCCO2)c2oc3ccccc3c2n1 (stereo not drawn) | -28.4 | -3.9% | 7.6 | -7.0%
CNC(=O)CSc1nnc(-c2cc(C)cc(C)c2)o1 | -103.2* | -5.1% | -1.2 | -3.3%
CCn1c(=O)cc(OCC(=O)NCc2ccco2)c2ccccc21 | u | 0.8% | 2.7 | -3.2%
COc1ccc(OC)c(C(c2nnnn2Cc2ccccc2)N2CCN(C3CCCCC3)CC2)c1 (stereo not drawn) | 11.6 | -1.9% | 6.9 | 24.6%
CCCCC/C=C\C[C@H](O)/C=C/c1cccc(C[C@H](O)CCCCO)n1 | u | -0.9% | x | x
N#Cc1c2nc3ccccc3nc2n2cc(NC(=O)c3ccc(F)cc3)ccc12 | 9.0 | -12.9% | x | x
Cn1nc([N+](=O)[O-])nc1Oc1ccccc1N | -6.5 | 1.4% | 3.1 | 1.2%
CS(=O)(=O)Oc1ccccc1/C=C1/N=C(c2ccc(F)cc2)OC1=O | 10.2 | -1.3% | x | x
COc1ccc(NC(=O)CSc2nc3c(c(-c4cccs4)c2C#N)CN(C)CC3)cc1OC | 6.2 | 0.2% | 4.2 | x
CCOCCCNC(=O)CCNS(=O)(=O)c1ccc(C)cc1 | u | -5.5% | 4.8 | 0.2%
O=C(N/N=C/C=C/c1ccc(Br)cc1)C(O)c1ccccc1 (stereo not drawn) | u | -0.3% | x | x
CCOC(=O)COc1ccc2c(c1)C(=O)CC(C)(C)O2 | 17.4 | -2.4% | -6.3 | 1.1%

# From PubChem
